S1P3 antag: S1P3 receptor antagonists, primary screen, cell-based. CHO S1P3 NFAT-BLA reporter, FRET fluorescence, antagonist mode. inhibition, % at 4.98 µM. 170,000 compounds, 0.27% hits. AID 485, 2006;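 active = inhibition above the plate cutoff, the mean inhibition of test wells on that plate plus 3 SD, cut at about 28% in these data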;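 also: cells challenged with S1P at its EC80 of 0.8 µM; blue over green emission ratio from cleaved BLA substrate after 4 h stimulation; 0% = S1P-stimulated wells and 100% = unstimulated DMSO-only wells; some compounds past the cut are filed as inactive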
Target sequence (Q99500 whole entry, looked up): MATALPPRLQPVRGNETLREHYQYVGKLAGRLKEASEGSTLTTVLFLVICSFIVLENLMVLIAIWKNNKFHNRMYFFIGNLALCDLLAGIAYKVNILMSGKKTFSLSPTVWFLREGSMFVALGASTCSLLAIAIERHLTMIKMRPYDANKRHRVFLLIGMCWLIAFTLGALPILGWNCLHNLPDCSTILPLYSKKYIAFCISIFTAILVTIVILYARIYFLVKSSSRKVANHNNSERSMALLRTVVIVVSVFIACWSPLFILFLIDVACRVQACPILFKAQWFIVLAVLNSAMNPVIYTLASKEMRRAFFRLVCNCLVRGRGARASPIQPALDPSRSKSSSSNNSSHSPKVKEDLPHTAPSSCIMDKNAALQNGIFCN
Active calls of the source: *.

Start of the data: the first four records, ahead of the listing:
SMILES	S1P3 antag
COc1cc(/C=N/NS(=O)(=O)c2ccc3ccccc3c2)ccc1OCc1ccc(C(=O)O)cc1	-5
O=C(COc1ccccc1)NC(=S)Nc1ccc(Br)cn1	-3
CCc1ccc(NC(=O)NCC2CCN(c3ccc(OC)cc3)C2)cc1 (stereo not drawn)	-5
O=S(=O)(c1ccccc1)N1CN(Cc2ccc(F)cc2)c2nc3ccccc3nc21	-8

The listing, repeating the preview:
SMILES	S1P3 antag
COc1cc(/C=N/NS(=O)(=O)c2ccc3ccccc3c2)ccc1OCc1ccc(C(=O)O)cc1	-5
O=C(COc1ccccc1)NC(=S)Nc1ccc(Br)cn1	-3
CCc1ccc(NC(=O)NCC2CCN(c3ccc(OC)cc3)C2)cc1 (stereo not drawn)	-5
O=S(=O)(c1ccccc1)N1CN(Cc2ccc(F)cc2)c2nc3ccccc3nc21	-8
CCc1ccc2[nH]c3nc(SCc4nnc(-c5ccccc5)o4)nnc3c2c1	9
CCCN(CCC)C(=O)/C=C/c1cccc([N+](=O)[O-])c1	1
COC(=O)c1sc(SC)c2c1CC(C)(C)C/C2=N/O	1
C1CN(c2nc3nonc3nc2N2CCSCC2)CCO1	8
Cn1c(N)c(C(=O)COC(=O)/C=C/c2ccc(S(=O)(=O)N3CCOCC3)cc2)c(=O)n(C)c1=O	-11
Cc1ccccc1-n1c(SCC(=O)N/N=C/c2ccccc2OCC(=O)O)nc2ccccc2c1=O	4
O=C1CC(NCCc2ccccc2)C(=O)N1CCc1ccccc1 (stereo not drawn)	10
COc1ccc(C(=O)COc2ccc(F)cc2)c(O)c1	-11
COc1cc(C2NC(=O)NC3=C2C(=O)OC3)cc(OC)c1OC (stereo not drawn)	-4
Cc1nnc(NC(=O)c2ccc(S(=O)(=O)N3CCOCC3)cc2)s1	3
CCc1ccc(NC(=O)Cn2nnc(-c3ccc(C)cc3-n3cnnn3)n2)cc1	-3
O=C(Nc1ccc(F)cc1)Oc1ccccc1N1CCOCC1	-5
CC(=O)N(CCC1(c2ccc(C)cc2)CCOC(C(C)C)C1)Cc1ccco1 (stereo not drawn)	-5
CCCCOC(=O)c1sc2nc(C)cc(C)c2c1N	0
O=C(O)c1ccccc1Sc1ccccc1S(=O)(=O)NC1CCCCC1	-12
COCCOC(=O)/C(=C\c1cc(C(C)(C)C)c(O)c(C(C)(C)C)c1)C(C)=O	-5
COc1ccc(/C=N/NC(=S)Nc2c(C)n(C)n(-c3ccccc3)c2=O)cc1OC	-4
O=C(NNC(=S)Nc1ccc(F)cc1)[C@H]1C[C@@H]1c1ccccc1	10
CN(C)c1ccc(C2CC(=O)C=C(Nc3ccccc3N)C2)cc1 (stereo not drawn)	13
Cc1cccc2cc(C#N)c(NCCCNS(=O)(=O)c3ccc(Cl)cc3)nc12	-1
CCC(Sc1nc(C)cc(C)n1)C(=O)Nc1ccc(S(N)(=O)=O)cc1 (stereo not drawn)	-5

Looked up by compound from above (five):
SMILES	S1P3 antag
O=C(Nc1ccc(F)cc1)Oc1ccccc1N1CCOCC1	-5
Cc1cccc2cc(C#N)c(NCCCNS(=O)(=O)c3ccc(Cl)cc3)nc12	-1
Cn1c(N)c(C(=O)COC(=O)/C=C/c2ccc(S(=O)(=O)N3CCOCC3)cc2)c(=O)n(C)c1=O	-11
CC(=O)N(CCC1(c2ccc(C)cc2)CCOC(C(C)C)C1)Cc1ccco1 (stereo not drawn)	-5
CCC(Sc1nc(C)cc(C)n1)C(=O)Nc1ccc(S(N)(=O)=O)cc1 (stereo not drawn)	-5

(listing goes on)
SMILES	S1P3 antag
O=C(NCCN1CCOCC1)c1ccc2c(c1)N(Cc1ccc(Cl)cc1)CCS2	1
CN(C)/C=N/c1nc(Sc2ccc(C(F)(F)F)cc2[N+](=O)[O-])n[nH]1	-8
CCN(CC)S(=O)(=O)c1ccc(NC(=O)COC(=O)c2c[nH]c(=O)[nH]c2=O)cc1	-8
COc1ccccc1C1CCN(C(=O)c2ccco2)CC1	-5
CCOC(=O)/C=C/C(=O)OCC(=O)Nc1ccc([N+](=O)[O-])cc1	-7
COc1cc(OC)cc(C(=O)NNC(=O)c2ccc(S(=O)(=O)N(C)c3ccccc3OC)cc2)c1	-12
O=C(CN1C(=O)c2ccccc2C1=O)NCCOc1ccccc1	-11
O=C(O)c1ccc2cccnc2c1O	5
O=C1/C(=C/c2ccncc2)SC(=S)N1Nc1ccccc1	-18
Cc1cccc(C)c1-n1nnnc1C(C)(C)N1CCN(N=O)CC1	-6
Cc1ccc(-n2nc(-c3ccco3)cc2C(=O)O)cc1	-12
CCN(CC)CCNC(=O)c1cc([N+](=O)[O-])c(N(C)C)cc1OC	-1
COc1ccc(-c2csc(Nc3ccccc3)[n+]2CC(O)c2ccc([N+](=O)[O-])cc2)cc1 (stereo not drawn)	1
COC(=O)c1ccc2c(=O)n(CCN3CCOCC3)c(SCC(=O)NC3CCCCC3)nc2c1	8
CCOC(=O)c1[nH]cnc1C(=O)Nc1ccc(C)cc1	6
CCCCCCCC1CC(=O)C=C(C)C1C(=O)OCC (stereo not drawn)	2
Cc1cc(NC(=O)CN2CCN(c3ccccc3F)CC2)nc2c1c(=O)oc1ccccc12	3
COc1ccc(-n2c(-c3cc(-c4ccccc4)sc3N)n[nH]c2=S)cc1	5
CCc1ccc(N2C(=O)CC(N3CCN(c4ccccn4)CC3)C2=O)cc1 (stereo not drawn)	-15
CCCCCCC(C)OC(=O)c1ccccc1C(=O)O (stereo not drawn)	5
Cc1cccc(C)c1-n1nnnc1-c1cnccc1C(F)(F)F	-3
O=C(/C=C/c1ccc2c(c1)OCO2)Nc1nncs1	-3
COc1cnc(SC)nc1Nc1ccc(C#N)cc1	0
CCNc1nc(NC(C)C)nc(N(C#N)C(C)C(=O)N(CC)CC)n1 (stereo not drawn)	-16
COc1ccc(C2C(C(=O)c3sc(C)nc3C)=C(O)C(=O)N2CCCn2ccnc2)cc1 (stereo not drawn)	-17

(list continues)
SMILES	S1P3 antag
CCCNC(=O)NC(=O)c1cnccc1C(F)(F)F	-13
CCN1CCOC(CC(=O)Nc2cccc([N+](=O)[O-])c2)C1=O (stereo not drawn)	-11
Cc1cc(C)n2nc(C(=O)Nc3ccn(Cc4ccccc4C)n3)cc2n1	-5
O=C(NCc1ccc2c(c1)OCO2)C1CCN(c2nccc(C(F)(F)F)n2)CC1	-2
Cc1oc(-c2cc(Cl)ccc2Cl)cc1-c1nn2c(C)nnc2s1	-17
COc1cc(NC(=O)c2c(-c3ccccc3Cl)noc2C)c2ncccc2c1	17
O=C(O)c1ccc(NC(=O)C2(c3ccccc3)CCCC2)cc1	-1
CCCCn1c(CCC(=O)O)nc2cc(S(=O)(=O)N(CC)CC)ccc21	-2
O=C(Nc1cccc(S(=O)(=O)NC2=NCCC2)c1)c1cc(-c2ccccn2)nc2ccccc12	5
COCCn1c(-c2ccc(Cl)cc2)nc2oc3cc(OC)ccc3c(=O)c2c1=O	-11
CCOC(=O)C1CCCN(c2nc3c(C)cccn3c(=O)c2/C=C(\C#N)C(=O)NCc2ccco2)C1 (stereo not drawn)	4
O=C(O)c1cccc(-n2c(O)c(C=C3N=c4ccccc4=N3)sc2=S)c1	-7
CCn1c(C)nc2cc(C(=O)NNC(=S)Nc3ccccc3OC)ccc21	-14
Cc1ccc(-c2csc(/C=C3\SC(C)C(=O)N3CC(=O)Nc3ccccc3F)n2)cc1 (stereo not drawn)	0
COc1ccccc1Cn1c(C(C)C)nc2ccccc21	-1
NC(=O)c1cc(C(N)=O)nc(Cl)n1	-1
O=C1c2ccccc2NC(c2ccccc2)N1CCCN1CCOCC1 (stereo not drawn)	-1
C=CCn1c(SCc2nc3ccccc3c(=O)[nH]2)nc2sc3c(c2c1=O)CCCC3	-10
O=C(CC1SC(=O)N(c2ccccc2)C1=O)Nc1ccc(Br)cc1 (stereo not drawn)	0
C[n+]1ccc(/C=C/c2cccs2)cc1	-5
CN(C(=O)c1c[nH]c(=O)cc1C(F)(F)F)c1ccc(Cl)cc1	8
N=C1CCC(=N)c2c1c(O)c1ccccc1c2O	-8
Cc1[nH]n(-c2ccccc2)c(=O)c1/C=C1\C=NN=C1c1ccccc1	8
Cc1ccc(/C=N/NC(=S)Nc2cccc(S(=O)(=O)N(C)C)c2)o1	0
O=C(O)CCNC1CCCCC1	-18

Further entries
SMILES	S1P3 antag
O=C(O)c1cccc(Nc2ncnc3ccc(Br)cc23)c1	7
Cc1c(NC(=S)N/N=C/C=C/c2ccccc2)c(=O)n(-c2ccccc2)n1C	9
COc1cc(CC(NC(C)=O)C(=O)NC2CCN(c3nc(OC)nc(OC)n3)CC2)cc(OC)c1 (stereo not drawn)	-7
CC(C)N(C(C)C)S(=O)(=O)c1ccc(NN)nc1	1
COc1cc(/C=N/NC(=O)c2sc3ccccc3c2Cl)ccc1OC(=O)c1ccc([N+](=O)[O-])cc1	13
COc1ccc(CC2(C)OC(c3ccc([N+](=O)[O-])cc3)=NN2C(C)=O)cc1 (stereo not drawn)	-1
CCOC(=O)c1sc(N)c(C(=O)OCC)c1C	-5
O=C(NCCNS(=O)(=O)c1ccc(C(F)(F)F)cc1)N1CCOCC1	-1
O=C(Nc1nc2ccccc2s1)C1CCN(S(=O)(=O)c2cc([N+](=O)[O-])ccc2Cl)CC1	26
CCC1CCCCN1Cc1nc2ccccc2c(=O)n1CC(C)=O (stereo not drawn)	1
Cc1cc(C(F)(F)F)n2nc(-c3cccs3)cc2n1	-10
N#CC1=C(N)Oc2c(ccc3cccnc23)C1c1ccccc1 (stereo not drawn)	-17
O=C(O)CC/C(=N\Nc1ccc([N+](=O)[O-])cc1S(=O)(=O)N1CCOCC1)c1cccs1	15
O=P(c1ccccc1)(c1ccccc1)C(O)c1ccccn1 (stereo not drawn)	-22
Nc1nc(NCc2ccco2)nc(Nc2cccc(F)c2)c1[N+](=O)[O-]	6
CCOC(=O)c1sc(=S)n(C)c1NC(=O)c1ccc(C(C)(C)C)cc1	8
COc1ccc(/C=C2/S/C(=N/S(=O)(=O)Cc3ccccc3)NC2=O)cc1OC	7
N#Cc1c(N2CCCC2)ccc(Br)c1Cl	-6
O=C(N/N=C/c1cccc2cccnc12)c1ccccc1O	-14
COc1cccc(N(CC(=O)NCc2ccco2)C(=O)CCC(=O)Nc2nccs2)c1	2
CCOc1ccccc1NC(=O)CN1CCC(NC(=O)c2ccccc2C)CC1	0
COCCCNC(=O)c1cc(Sc2nnc(C)s2)nc2ccccc12	-8
O=C1C(C2=NC(c3ccccn3)C3C(=O)N(c4ccc(Cl)cc4Cl)C(=O)C23)=C(O)c2ccccc21 (stereo not drawn)	-4
COc1ccc(OC)c(/C=N/NC(=O)c2[nH]ncc2Br)c1	4
COc1ccc(/C=N/N2CCOCC2)cc1Cn1nc(C)c([N+](=O)[O-])c1C	5

The list goes on.
SMILES	S1P3 antag
Cc1ccc(N2C(=O)c3ccc(C(=O)N4CCN(Cc5ccccc5)CC4)cc3C2=O)cc1	-11
O=C(O)CC(C(=O)O)N1C(=O)/C(=C/C=C/c2ccco2)SC1=S (stereo not drawn)	4
O=C(C1CCC(CNc2c(N3CCCCC3)c(=O)c2=O)CC1)N1CCN(C2CCCCC2)CC1 (stereo not drawn)	11
CC(C)CCC1(CCNC(=O)c2cccs2)CCOC(C)(C)C1 (stereo not drawn)	14
CN(c1ccccc1)S(=O)(=O)c1cccc(NC(=O)C2CC(=O)N(Cc3ccccc3)C2)c1 (stereo not drawn)	-6
CCCCNC(=O)CSc1nc2ccc(Nc3nc(N4CCOCC4)nc(N4CCOCC4)n3)cc2s1	-4
O=C(N[C@H](C(=O)O)c1ccccc1)C1CCC(Cn2cnc3ccccc3c2=O)CC1 (stereo partly drawn)	-4
CCOC(=O)Cn1c(=O)c(C#N)cn(C(C)C)c1=O	-4
Cc1ccc(-c2cc3c(nn2)-c2ccccc2C3=O)cc1	27
Cc1onc(-c2ccccc2)c1CNC(=O)Nc1ccc(C(F)(F)F)cc1	12
CCC(C)C(NC(=O)c1ccccc1NC(=O)c1ccccc1)C(=O)O (stereo not drawn)	-4
N#Cc1ccc(S(=O)(=O)Nc2ccc3ccccc3n2)cc1	-21
COc1ccc(C2c3ccc(O)cc3Oc3ncn(Cc4ccco4)c(=N)c32)cc1 (stereo not drawn)	6
Nc1nnc(CC(=O)N/N=C/c2ccc(-c3ccc(Cl)cc3Cl)o2)s1	-2
CC1=CC(=O)C(C(C)C)=C/C1=N/OS(=O)(=O)c1ccccc1	6
CN1CCN(CCCNc2nc3ccccc3c3nc(-c4ccccc4)nn23)CC1	8
O=[N+]([O-])c1cccc(-c2cnc3ccccc3n2)c1	-28
COc1ccc(CCNC(=S)NC(=O)c2cccc(Cl)c2)cc1OC	-11
CC(c1ccccc1)N1C(=O)/C(=C/c2ccncc2)SC1=S (stereo not drawn)	10
CC(C)c1nnc(NC(=O)CCC(=O)Nc2ccccc2)s1	5
N=C1C(c2ccccc2)=C(O)CN1c1cccc(S(=O)(=O)N2CCCCC2)c1	-13
O=C(O)CNS(=O)(=O)c1c(Cl)cccc1Cl	-7
COc1ccc(CCNC(=O)C(NC(=O)OCc2ccccc2)C(C)C)cc1OC (stereo not drawn)	-6
C/C(=N/NC(=O)CN1CCN(S(=O)(=O)c2ccc(Br)cc2)CC1)c1ccncc1	16
CCOP(=O)(c1ccc(N(C)C)cc1)C(O)c1cccnc1 (stereo not drawn)	-3
O=C(NCCCN1CCOCC1)c1ccc2c(c1)N(Cc1ccccc1)CCS2	4

Reformatted: results already given.
> O=C(N[C@H](C(=O)O)c1ccccc1)C1CCC(Cn2cnc3ccccc3c2=O)CC1 (stereo partly drawn)
  S1P3 antag = -4

> CCOC(=O)Cn1c(=O)c(C#N)cn(C(C)C)c1=O
  S1P3 antag = -4

> Cc1ccc(-c2cc3c(nn2)-c2ccccc2C3=O)cc1
  S1P3 antag = 27

Screening results (PubChem)

Not all compounds are listed; the hit share may differ from the screen's.
